Screening data: PubChem, Sanford-Burnham Center for Chemical Genomics
NadD inh: NadD (S. aureus) enzyme inhibition | purified NadD enzyme, colorimetric absorbance read-out | 360,000 compounds, 0.78% hits | inhibition, % at 20 µM | AID 602399; in the data active = inhibition above about 26%; note: some compounds past the cut are filed as inactive
Rpn11 block: blocks the human proteasome subunit Rpn11; O00487; human 26S proteasome, Ub4-pepOG fluorescence polarization; 20S core pre-blocked with epoxomicin; calls only at 20 µM; 360,000 compounds, 0.59% hits; AID 588493;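 active = inhibition at 20 µM, scaled to each plate's controls, above about 33%, limit read from the data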
MT1-MMP act inh: MT1-MMP (human) activation inhibition | GFP/RFP ratio change, % at 20 µM | HT1080 RFP-PRO-GFP cells, GFP/RFP ratio fluorescence, overnight; percent of plate control window, DMSO zero | 360,000 compounds, 0.061% hits;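 active = GFP/RFP ratio change of at least 30% with cell ATP level not reduced by more than half and red fluorescence within 50% of control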; note: strong numbers were not always called active
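Assay system: RFP-PRO-GFP reporter HT1080 cells; read-out basis: GFP/RFP fluorescence ratio; benchmarks: DMSO wells and RFP-L50D-GFP cells; doses: 20 µM single dose, 1% DMSO; schedule: overnight cell settling, then overnight compound exposure, 37 °C, 5% CO2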
DNMT1 block: inhibitors of human DNMT1; P26358; DNMT1 molecular beacon, Hinp1I cleavage, fluorescence; inhibition (reported as % activation of signal), % at 10 µM; AID 588458; 360,000 compounds, 0.83% hits; in the data active = inhibition above about 50%
LMPTP block: LMPTP (human) inhibition; P24666; 360,000 compounds, 0.22% hits; recombinant LMPTP-A, OMFP fluorogenic substrate, fluorescence intensity; inhibition, % at 20 µM;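 active = compounds that cut the enzyme signal by at least half of the control window in the single-dose screen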;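 note: plate controls were DMSO wells with enzyme plus substrate for no effect and substrate without enzyme for full effect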
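Assay system: LMPTP-A enzyme. Input: 0.625 nM LMPTP-A final. Probe or stimulus: 400 µM OMFP. Compound dosing: single 20 µM dose. Schedule: 50 min dark incubation at room temperature. Detection: fluorescence intensity of OMFP turnover product. Read-out: percent inhibition versus substrate-only and uninhibited controls. Benchmarks: no-enzyme low control, uninhibited high control.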
Scp-1 inhibitor: blocks human Scp-1 phosphatase activity. Q9GZU7. AID 493091. 340,000 compounds, 0.88% hits. Recombinant Scp1, phosphopeptide, malachite green phosphate absorbance. inhibition, % at 20 µM;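 active = inhibition above about 50% at 20 µM, limit read from the data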;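 note: plate controls were DMSO wells with enzyme for no effect and wells lacking enzyme for full effect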
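Material: truncated SCP-1 phosphatase (76-261aa) / Buffer or medium: 50 mM Tris acetate pH 5.5, 0.005% Tween-20, 10 mM MgCl2 / Compound dosing: one concentration, 20 µM, with 1.0% DMSO / Incubation: 45 min room-temperature reaction, 5 min colour, 30 min stabiliser / Detection: colorimetric free-phosphate detection, absorbance 630 nm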
SKN-1 block: inhibitors of C. elegans SKN-1; C. elegans VP596 Pgst-4::GFP/RFP ratio, acrylamide-induced, 24 h; 360,000 compounds, 0.49% hits; AID 624304; inhibition, % at 21.8 µM;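 active = interference check ratio from 0.5 to 1.5 plus GFP to RFP signal ratio inhibition reaching or exceeding a fixed threshold, cut at about 30% in these data, passing the limit was not always enough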; note: some compounds called inactive have numbers as strong as hits
SUMO1 PPI mod: modulators of human SUMO1-mediated protein-protein interactions; P63165; inhibition, % at 20 µM; SUMO1 binding to a labelled peptide, TR-FRET, 1 h; 360,000 compounds, 0.33% hits; in the data active = inhibition above about 37%
Target sequence (P63165 whole entry, looked up): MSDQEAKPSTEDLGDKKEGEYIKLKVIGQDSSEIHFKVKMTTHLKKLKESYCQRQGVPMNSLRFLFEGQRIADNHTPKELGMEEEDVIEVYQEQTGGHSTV
NRP1-CendR mod: alters CendR peptide binding to human NRP-1; O14786; inhibition, % at 25 µM; AID 602438; FAM-RPARPAR peptide binding to NRP-1, fluorescence polarization; 360,000 compounds, 0.85% hits;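 active = inhibition or corrected inhibition above about 18%, plus a signal ratio from 0.5 to 1.5, limit read from the data, passing the limit was not always enough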; note: strong numbers were not always called active
Target sequence (O14786 whole entry, looked up): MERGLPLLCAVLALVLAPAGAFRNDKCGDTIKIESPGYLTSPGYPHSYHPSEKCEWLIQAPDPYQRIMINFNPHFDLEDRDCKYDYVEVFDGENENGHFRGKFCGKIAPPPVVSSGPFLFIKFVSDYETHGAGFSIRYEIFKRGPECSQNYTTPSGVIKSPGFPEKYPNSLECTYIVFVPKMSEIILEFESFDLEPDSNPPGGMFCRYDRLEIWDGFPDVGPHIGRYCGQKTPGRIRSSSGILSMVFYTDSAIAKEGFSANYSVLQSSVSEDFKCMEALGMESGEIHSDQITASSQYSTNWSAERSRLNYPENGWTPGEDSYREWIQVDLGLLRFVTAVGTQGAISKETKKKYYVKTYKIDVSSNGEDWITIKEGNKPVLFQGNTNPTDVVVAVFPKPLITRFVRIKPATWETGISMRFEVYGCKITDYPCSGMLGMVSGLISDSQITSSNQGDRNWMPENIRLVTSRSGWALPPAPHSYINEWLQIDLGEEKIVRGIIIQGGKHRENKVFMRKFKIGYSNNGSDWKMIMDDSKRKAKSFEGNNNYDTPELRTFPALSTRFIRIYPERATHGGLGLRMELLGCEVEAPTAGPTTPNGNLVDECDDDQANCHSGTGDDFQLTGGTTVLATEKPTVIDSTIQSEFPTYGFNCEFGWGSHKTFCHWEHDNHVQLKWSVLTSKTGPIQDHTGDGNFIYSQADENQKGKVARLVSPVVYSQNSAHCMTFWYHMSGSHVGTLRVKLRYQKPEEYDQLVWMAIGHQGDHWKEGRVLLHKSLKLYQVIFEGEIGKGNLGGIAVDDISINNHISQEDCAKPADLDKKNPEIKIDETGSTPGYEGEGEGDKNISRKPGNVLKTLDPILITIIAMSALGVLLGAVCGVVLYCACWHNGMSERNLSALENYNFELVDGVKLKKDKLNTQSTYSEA
STEP inh: inhibitors of human striatal-enriched phosphatase STEP. inhibition, % at 20 µM. 360,000 compounds, 0.25% hits. recombinant STEP, OMFP fluorogenic substrate, fluorescence. AID 588621;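 active = inhibition at 20 µM, scaled per plate between control wells, above about 37%, limit read from the data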;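 note: 0% = DMSO with enzyme and substrate and 100% = substrate only without enzyme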
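Material: STEP (striatal-enriched tyrosine phosphatase) enzyme, cell-free | Medium: 50 mM Bis-Tris pH 6.0 with 2.5 mM DTT and 0.005% Tween 20 | Read-out: Percent inhibition scaled to no-enzyme and uninhibited-enzyme controls, plate-pattern corrected | Signal: Fluorescence read at 480 nm ex / 540 nm em | Times: 20 min reaction, room temperature, in the dark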
* = called active by the depositor; i = inactive; x = no result given; + = active, no number. This is a random part of the collection; about 3.9% have a hit in one of these screens.

NadD inh	Rpn11 block	MT1-MMP act inh	DNMT1 block	LMPTP block	Scp-1 inhibitor	SKN-1 block	SUMO1 PPI mod	NRP1-CendR mod	STEP inh	mol
-5	i	7	-13	-0.7	4	-4	-13	0	-5	Cc1ccc2nsnc2c1N(S(C)(=O)=O)S(C)(=O)=O
17	i	8	-18	1.9	12	9	5	12	-2	C[C@H](CO)N1C[C@H](C)[C@@H](CN(C)C(=O)Nc2ccc(C(F)(F)F)cc2)Oc2ccc(NC(=O)Nc3ccccc3)cc2C1=O
-7	i	-4	-5	-1.8	x	0	-6	-7	-2	COC(=O)c1cc(S(=O)(=O)NCC(C)c2ccccc2)c[nH]1 (stereo not given)
-3	i	-2	-1	-1.5	-5	7	3	2	-1	Cn1cc(CCC(=O)N2CCCC(Nc3ccc(F)cc3)C2)cn1 (stereo not given)
21	i	3	5	0.4	1	-9	1	-4	-2	Cc1ccc(/C=C2\SC(=S)N(CCC(=O)NNS(=O)(=O)c3ccccc3)C2=O)cc1
0	i	0	0	-0.8	-7	-17	-28	11	0	COc1ccc(C(=O)Nc2ccccc2[N+](=O)[O-])cc1S(=O)(=O)N1CCOCC1
-7	i	8	2	-0.6	0	-2	-2	2	-1	O=C(Nc1cccc(C(F)(F)F)c1)C1CCCN(c2ncccn2)C1 (stereo not given)
-12	i	0	0	0.1	-1	10	-15	3	3	CCCCCOc1ccc(Cn2ccnc2)cc1[N+](=O)[O-]
4	i	6	-1	-2.1	0	1	6	-14	4	CC(C)(C)n1ncc2c(=O)n(CC(=O)Nc3ccc4c(c3)OCCO4)cnc21
-1	i	20	-1	2.7	7	2	4	7	-1	CC(=O)c1c(C)[nH]c(C(=O)Nc2cccc(S(=O)(=O)N3CCCC3)c2)c1C
11	x	-2	x	3.9	x	13	0	-17	x	Clc1cccc(Cc2c(-c3cccc(Cl)c3)nc3c4ccccc4ccn23)c1
2	i	-1	-1	3.5	3	5	-1	-14	7	Cc1ccn2c(=O)nc(SCC(=O)Nc3cccc4ccccc34)nc2c1
0	i	3	0	0.4	-7	10	0	-5	-2	CCC(C)NC(=O)c1cn(C)c(=O)c2cc(OC)c(OC)cc12 (stereo not given)
2	i	-2	1	-0.7	-1	32	-1	6	1	CN(CC(=O)N1CCOCC1)S(=O)(=O)c1cc(Cl)ccc1Cl
11	x	0	x	0.2	x	-25	2	8	x	CC(C)C[C@H]1CN(CCCC[C@H]2CNC(=O)C(=O)N2CCc2ccccc2)C(=O)C(=O)N1CCc1ccccc1
-6	i	2	-4	-1.0	x	9	-1	10	-2	CCOC(=O)C1CCC(=O)N1Cc1c[nH]c2ccccc12 (stereo not given)
-3	+	-13	2	-0.3	-7	11	-5	136	0	CC1=CC(=C2N=C(c3ccccc3)OC2=O)C=C(C)O1
-3	i	-11	-2	4.6	-11	16	0	-6	0	CC(C)(C)c1ccc(OCCC(=O)Nc2cccc(S(=O)(=O)NC3=NCCCCC3)c2)cc1
-7	i	-1	-1	0.6	-1	1	0	-20	-2	S=C(NNc1cccc(Cl)c1)NC1CCCCC1
0	i	4	0	0.0	-7	2	2	-7	6	Cc1ccc(NC(=O)C2OCCc3ccccc32)cc1 (stereo not given)
0	i	0	-3	5.0	-6	-6	-3	10	2	O=C1COc2ccc(C(=O)COC(=O)CCSc3ccccc3)cc2N1
-4	i	1	2	-1.1	-7	1	-2	1	10	O=C(O)CCCC(=O)Nc1ccccc1-n1ccnc1
-3	i	2	3	-2.2	-2	-7	8	8	2	COc1ccc(S(=O)(=O)N[C@@H](CSCc2ccccc2)C(=O)O)cc1
-2	i	3	-3	-0.8	-1	-4	2	11	-1	CCOC(=O)N1CCC(NC(=O)CS(=O)(=O)Cc2nc(-c3cccc(Cl)c3)oc2C)CC1
-7	i	-2	1	-0.5	0	-7	6	1	-2	COc1ccc(CNC(=O)CSc2nnnn2-c2ccc(O)cc2)cc1
11	i	4	1	6.8	2	1	-3	8	4	Cc1cc2[nH]c(=O)c(=O)[nH]c2cc1S(=O)(=O)N1CCN(c2ccccc2F)CC1
-1	i	1	1	-1.6	0	12	-1	2	-2	CC1CCC(NC(=O)CN2C(=O)NC(C)(C)C2=O)CC1 (stereo not given)
0	i	-7	-3	1.4	7	13	-6	-11	3	Cc1ccc(CNC(=O)c2ccccc2CCc2ccccc2)cc1
-4	i	4	2	0.5	-8	-7	16	-2	2	COc1ccccc1C(=O)NC(=S)Nc1ccc2[nH]c(=O)[nH]c2c1
5	i	0	-5	3.1	x	0	5	2	4	C#CCN(C[C@@H]1[C@@H](OC(=O)NCc2ccco2)[C@@H](OC(=O)NCc2ccco2)Cn2c(=O)n(CCCCCC)c(=O)n21)S(=O)(=O)c1ccc(C)cc1

Record cards, as listed above. Screens in order: NadD inh | Rpn11 block | MT1-MMP act inh | DNMT1 block | LMPTP block | Scp-1 inhibitor | SKN-1 block | SUMO1 PPI mod | NRP1-CendR mod | STEP inh
`Cc1ccc(/C=C2\SC(=S)N(CCC(=O)NNS(=O)(=O)c3ccccc3)C2=O)cc1` reads 21 | i | 3 | 5 | 0.4 | 1 | -9 | 1 | -4 | -2
`Cn1cc(CCC(=O)N2CCCC(Nc3ccc(F)cc3)C2)cn1` (stereo not given) reads -3 | i | -2 | -1 | -1.5 | -5 | 7 | 3 | 2 | -1
`O=C(O)CCCC(=O)Nc1ccccc1-n1ccnc1` reads -4 | i | 1 | 2 | -1.1 | -7 | 1 | -2 | 1 | 10

(more compounds)
NadD inh	Rpn11 block	MT1-MMP act inh	DNMT1 block	LMPTP block	Scp-1 inhibitor	SKN-1 block	SUMO1 PPI mod	NRP1-CendR mod	STEP inh	mol
-1	i	0	-1	-2.6	-7	-7	-6	1	-1	CCNC(=S)NN=C1CCC(C(C)(C)C)CC1 (stereo not given)
-3	i	6	3	-2.1	-5	13	5	2	-2	Cc1ccc(-n2nc3c(=O)n(CCCC(=O)NCCc4ccccc4)nc(C)c3c2C)cc1
5	i	16	2	-0.3	-5	1	-32	-4	6	CN1C=CC=C/C1=C1\SC(=S)N(C2CCCCC2)C1=O
-2	i	-1	0	-0.4	-5	-6	2	-13	0	COc1ccc(Cl)cc1NC(=O)CN(C)C(=O)CCc1nc2ccccc2c(=O)[nH]1
-2	i	-3	-5	-0.2	-1	16	-6	-4	0	O=C(NC1CC1)C1CCN(C2CCN(C(=O)/C=C/c3cccc(F)c3F)CC2)CC1
-1	i	-5	5	-0.4	-8	0	1	0	1	O=C(COC(=O)c1ccc(S(=O)(=O)N2CCOCC2)cc1)Nc1ccccc1OC(F)F
-4	i	-5	-1	-0.5	1	-19	-1	6	-2	Cc1c(C)c2ccc(O[C@@H]3O[C@H](CO)[C@H](O)[C@H](O)[C@H]3O)c(C)c2oc1=O
2	i	-1	2	-0.5	-16	3	-1	0	0	Cc1cc(C)nc(NS(=O)(=O)c2ccc(NC(=O)Cn3c(=O)oc4ccccc43)cc2)n1
5	i	x	-8	0.7	4	4	-1	7	-2	COCCNC(=O)C(c1ccc(Cl)cc1)N(C(=O)Cn1nnc2ccccc21)c1cccnc1 (stereo not given)
-4	i	2	-3	-0.5	6	5	0	0	-3	Cc1nc(NC(=O)CN2CCN(c3ccccc3F)CC2)sc1C(=O)N(C)C
4	i	0	-2	-0.1	5	14	-3	13	1	C[C@@H]1CCC2[C@](C)(CO)[C@@H](O)CC[C@]2(C)[C@@]12CCC(CO)(CCO)O2 (stereo not given in full)
1	i	0	2	0.0	-4	-20	-2	4	0	COc1ccc(CNC(=O)Cn2cc3c(n2)CCCCC3)cc1
1	i	-3	4	0.4	3	1	-10	10	0	COC(=O)/C(=C\C=C\c1ccccc1)NC(=O)c1ccccc1
6	i	0	34	-1.8	7	-3	2	3	-1	Cc1cc(Oc2ccc(-c3nnc(-c4ccccc4)o3)cc2[N+](=O)[O-])ccc1Cl
0	i	1	1	-0.8	-2	12	2	16	-2	CC(=O)Nc1ccc(NCN2C(=O)C3C4CCC(C4)C3C2=O)cc1 (stereo not given)
-10	i	4	-1	0.3	-10	2	-3	-3	1	COc1ccc(OCC(=O)Nc2ccc(S(=O)(=O)N3CCCCC3)cc2)cc1
0	i	3	-1	0.3	-1	-7	3	-12	0	O=C(NCC(c1ccco1)N1CCc2ccccc21)c1ccccc1F (stereo not given)
3	i	-4	-2	3.1	-10	13	-7	-3	0	COc1ccccc1C(=O)CC(=O)c1ccccc1
1	i	-2	4	-1.4	-7	-10	1	-1	-1	Cn1c(SCC(=O)Nc2ccc3c(c2)OCCO3)nnc1-c1ccncc1
4	i	-6	-3	-0.1	7	-1	-1	-9	-3	O=C(NCc1ccc(F)cc1)c1cnn2ccccc12
0	i	1	-7	-1.2	0	-5	0	-11	1	COc1ccc(Cc2nnc(Nc3ccc(Cl)cc3)[nH]c2=O)cc1
10	i	-4	-7	-0.1	1	3	5	2	-2	Cc1cc(=O)n(CCc2ccccc2)c(O)c1C#N
-3	i	-5	0	-1.7	-8	22	1	0	-2	O=C(NCCN1CCOCC1)C(=O)NCC1OCCCN1S(=O)(=O)c1cc(F)ccc1F (stereo not given)
-1	i	0	-2	-0.1	-5	6	1	-6	1	CCOC(=O)c1ccc(-n2ccnc2)c(NC(=O)c2ccc(Cl)cc2)c1
-4	i	-2	-4	-0.3	-10	5	3	-6	-1	Cc1ccc2cc(CCNC(=O)c3ccc4c(c3)OCO4)c(=O)[nH]c2c1
-2	i	0	14	-1.7	-3	14	1	-13	-5	Cc1ccnc(NC(=O)c2ccc(N3C(=O)CCC3=O)cc2)c1
-2	i	-8	0	1.1	1	4	7	8	1	Cc1cc(C)c2oc(C(=O)N(Cc3ccccc3)c3ccccn3)cc(=O)c2c1
1	i	3	-4	-0.4	0	-14	3	-11	-2	Cc1cc2n(c(=O)c1C#N)CCCN2c1cccc(Cl)c1
0	i	2	-4	0.2	-5	14	-2	-6	0	CCOC(=O)c1c(C)[nH]c(C)c1S(=O)(=O)NCc1ccccc1C
-7	i	5	-2	2.2	-13	8	5	4	0	CSc1nc2ccc(NC(=O)c3ccc(Cl)s3)cc2s1
-3	i	6	1	-0.5	6	-4	-3	6	-1	COc1cc(C(=O)NNC(=O)c2ccc(F)cc2)ccc1OCC(=O)N1CCOCC1
-3	i	1	3	-1.2	8	9	0	-13	0	CCCCN(C(=O)c1cc(Cl)nc2ccccc12)c1c(N)n(CCCC)c(=O)[nH]c1=O
-2	i	-1	3	-2.5	8	22	6	-6	4	Cc1cc(OCc2nn[nH]n2)c2c(C)c(CC(=O)O)c(=O)oc2c1
